Integrin act MD: integrin-mediated muscular dystrophy alleviation activation; alpha7betagal myoblasts, beta-gal FDG fluorescence, 48 h; Potency, µM (top dose mostly 38.3 µM), for inactives: top-dose activation, most hits filed as activators; 350,000 tested, 0.064% active; AID 624291;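 note: potency is the fitted concentration of half-maximal effect; 100% = response of the positive control SU9516; nearly all actives have a fitted effect of over 60% in size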
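Alpha7betagal+/- myoblasts (passage 13) were plated 16-24 hr, then exposed to compounds (1:260 dilution of DMSO stock) for 48 hours at 37C. After MPER lysis, β-galactosidase reporter activity was read as FDG fluorescence (ex 480/em 540) after 30 minutes.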
GALK inh: galactokinase (human) inhibition; Purified GALK, Kinase-Glo residual ATP luminescence; 270,000 tested, 0.007% active; P51570; Potency, µM (highest dose often 57.5 µM), inactives show at the top dose activity change, negative = inhibition, most hits filed as inhibitors; note: potency is the fitted concentration of half-maximal effect; % is set by controls: 0 for no effect and ±100 for the full control effect
Target sequence (P51570 whole entry, looked up): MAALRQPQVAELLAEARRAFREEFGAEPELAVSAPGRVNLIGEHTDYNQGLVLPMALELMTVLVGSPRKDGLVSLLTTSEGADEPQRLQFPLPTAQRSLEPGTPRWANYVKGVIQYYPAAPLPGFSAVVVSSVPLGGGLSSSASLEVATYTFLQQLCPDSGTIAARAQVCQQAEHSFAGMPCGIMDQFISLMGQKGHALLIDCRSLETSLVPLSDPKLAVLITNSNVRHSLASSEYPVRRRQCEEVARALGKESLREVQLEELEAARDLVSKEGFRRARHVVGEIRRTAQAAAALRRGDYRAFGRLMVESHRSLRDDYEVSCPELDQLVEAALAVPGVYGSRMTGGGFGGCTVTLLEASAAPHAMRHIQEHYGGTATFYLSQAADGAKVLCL
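5 nM enzyme, 35 uM ATP, 100 uM galactose, 20 mM HEPES pH8.0, 5 mM MgCl2; 1 h RT; residual ATP by Kinase-Glo Plus luminescence, qHTS format.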
S-ASM inh: blocks human secretory acid sphingomyelinase; 340,000 tested, 0.006% active; Potency, µM (doses to about 57.5 µM), inactives show at the top dose activity change, negative = inhibition, most hits filed as inhibitors; P17405; AID 504937; placental ASM, HMU-PC fluorogenic substrate, 60 min; note: potency is the fitted concentration of half-maximal effect
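Human placenta-derived ASM enzyme was preincubated with compound for 10 minutes at room temperature, then given fluorogenic substrate HMU-PC0 (9 uM final) for 60 minutes at 37 °C; a pH 10 stop preceded fluorescence reading at Ex 386/Em 447 nm.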
PKM2 activator: activators of human pyruvate kinase M2; P14618; purified PKM2, Kinase-Glo ATP luminescence, activation; response scale: 0% is enzyme alone, no compound; Potency, µM (titrated, usually from 57.5 µM), without a hit: top-dose activation, most hits filed as activators; 260,000 tested, 0.34% active; AID 1631; note: potency is the fitted concentration of half-maximal effect; % is set by controls: 0 for no effect and ±100 for the full control effect; nearly all actives have a fitted effect of over 55% in size
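hPK-M2, >95% pure; 0.1 mM ADP / 0.5 mM PEP final; imidazole pH7.2 buffer w/ 7 mM MgCl2, 50 mM KCl; 1 h RT; Kinase-Glo lum. Intermediate enzyme activity for dual inhibitor/activator qHTS.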
Chronic BCR inh: chronic active BCR signaling inhibition; ABC-DLBCL IkBa-CBG/CBR reporter, luminescence ratio, 4 h; AID 493014; Potency, µM (highest dose often 46.1 µM), for the others: at the highest dose ratio change, negative = lower green/red ratio, most hits filed as inhibitors; 340,000 tested, 0.05% active; active = well fitted inhibition curve with a large enough effect in the signal ratio, with a control signal flat, not every such curve was filed as active; inconclusive = small, poorly fitted or top-dose-only effect, or effect the other way, or a change in a side signal; the % refers to the signal ratio;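 note: potency is the fitted concentration of half-maximal effect; plate controls were basal doxycycline-induced cells for no effect and cells given 10 µM MG132 for full effect; MG132 reads +100%, hits lower the ratio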
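Compounds up to 46 uM were incubated four hours with TMD8 cells whose green CBG68 luciferase is fused to IkappaBalpha; red CBR luminescence normalised the signal, and concentration-effect curves were fitted to fusion, red and ratio data.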
Giardia kill: kills Giardia lamblia; 340,000 tested, 0.15% active; AID 540267; activity change, % at 7.66 µM, hits read low; Giardia lamblia trophozoite viability; in the data active = activity change below about -80%; inconclusive = between about -30% and that limit;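 note: parasites exposed to compound for two days anaerobically before the ATP read; % is set by controls: 0 for no effect and ±100 for the full control effect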
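Compounds were tested on trophozoites seeded at 100 cells/well and held 48 hrs at 37 deg C anaerobically. An ATP-based luminescent kit measured the remaining live cells.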
Tb PFK block: inhibitors of T. brucei phosphofructokinase; O15648; 330,000 tested, 0.17% active; Potency, µM (series often up to 57.5 µM), for inactives: top-dose activity, negative = inhibition, actives largely listed as inhibitors; T. brucei PFK, ADP-Glo luminescence;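 note: potency is the fitted concentration of half-maximal effect; 0% = uninhibited 1x PFK enzyme wells and -100% = no-enzyme wells; nearly all actives have a fitted effect of over 60% in size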
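1.25 nM PFK with 0.5 mM F6P and 0.1 mM ATP in 0.1 M TEA pH 8.0, 5 mM MgCl2, incubated 45 min at room temperature; ADP measured by ADP-Glo luminescence; compounds titrated up to 57 uM.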
Menin MLL FP TR: menin-MLL binding inhibition, Texas Red mutant peptide; O00255; Menin + Texas Red MLL mutant peptide, fluorescence polarization; Potency, µM (series often up to 61.6 µM), without a hit: at the top dose FP activity change, negative = inhibition, hits mostly inhibitors; 270,000 tested, 0.23% active; active = well fitted inhibition curve with a large enough effect in the polarisation, with a control signal flat, not every such curve was filed as active; inconclusive = small, poorly fitted or top-dose-only effect, or effect the other way, or a change in a side signal; inactive = no such curve, though single readings can be large or run the other way; the % refers to the polarisation; note: potency is the fitted concentration of half-maximal effect; % of control where 0% means no effect; many of its hits are not listed in these tables
Target sequence (O00255 whole entry, looked up): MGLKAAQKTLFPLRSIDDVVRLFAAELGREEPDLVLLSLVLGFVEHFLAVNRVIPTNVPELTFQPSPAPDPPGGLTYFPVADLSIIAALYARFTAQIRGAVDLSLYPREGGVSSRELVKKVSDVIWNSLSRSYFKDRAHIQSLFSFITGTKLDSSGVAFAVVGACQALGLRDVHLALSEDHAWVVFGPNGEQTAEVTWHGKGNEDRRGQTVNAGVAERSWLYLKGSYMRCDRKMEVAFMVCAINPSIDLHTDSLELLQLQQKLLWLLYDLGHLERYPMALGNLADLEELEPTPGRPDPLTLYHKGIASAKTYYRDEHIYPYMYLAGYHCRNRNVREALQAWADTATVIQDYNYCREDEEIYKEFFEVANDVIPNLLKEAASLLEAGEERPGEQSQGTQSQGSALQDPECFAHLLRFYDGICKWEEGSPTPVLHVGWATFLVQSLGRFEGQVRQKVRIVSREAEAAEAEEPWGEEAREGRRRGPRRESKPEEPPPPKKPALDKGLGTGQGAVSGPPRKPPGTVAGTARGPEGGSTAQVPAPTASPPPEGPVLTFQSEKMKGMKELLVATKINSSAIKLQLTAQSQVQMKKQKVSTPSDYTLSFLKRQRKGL
FBPA coupling cs: coupling enzyme interference in Giardia aldolase counter-screen. coupling enzyme system counterscreen, AmpLite Red fluorescence. activity change, negative = inhibition, % at 58.2 µM, hits read low. 290,000 tested, 0.67% active; in the data active = activity change below about -30%; note: % is set by controls: 0 for no effect and ±100 for the full control effect
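Activity here indicates interference with the coupling reaction, not aldolase inhibition. Compounds at 57.5 uM final met coupling enzymes for 10 min at RT; substrate and AmpLite Red detection followed, with a 525/598 nm fluorescence read after 20 min.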
B2AR arrestin: beta2AR (human) beta-arrestin recruitment activity; P07550; beta-arrestin recruitment to beta2AR, cell-based reporter; Potency, µM (highest dose often 46.1 µM), for inactives: at the top dose activation, most hits filed as activators; 330,000 tested, 0.02% active;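 note: potency is the fitted concentration of half-maximal effect; 0% = DMSO controls and full agonism = EC100 isoproterenol or metaproterenol; nearly all actives have a fitted effect of over 65% in size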
TSG101-PTAP inh: blocks PTAP/TSG101 interaction to inhibit HIV-1 budding; Fluorescence polarization, FITC-PTAP peptide / Tsg101 binding; 340,000 tested, under 10 active; Q99816; Potency, µM (highest dose often 115 µM), for inactives: top-dose activity change, negative = inhibition, most hits filed as inhibitors; active = well fitted inhibition curve with a large enough effect in the main read-out, with a control signal flat, not every such curve was filed as active; inconclusive = small, poorly fitted or top-dose-only effect, or effect the other way, or a change in a side signal; inactive = no such curve, though single readings can be large or run the other way; note: potency is the fitted concentration of half-maximal effect; % of control where 0% means no effect
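Fluorescence polarization binding of Tsg101 binding domain (10 uM final) to FITC-labeled PTAP peptide (50 nM final) in HEPES pH 7.5 buffer with NaCl, Tween 20, EDTA, TCEP. Compounds added before peptide; binding 20 min at RT.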
* marks the source's active call; other numbers are inactive results; i = inactive; ? = inconclusive; . = no result given; & = joins results of further samples; ! = a repeat was not active; [ ] = dose if it differs, or a comment. Unless noted, calls come from the whole dose curve; as a rule, active = well fitted curve in the direction sought with a large enough effect; inconclusive = small, poorly fitted or top-dose-only effect, or another doubt; inactive = no such curve, though single readings can be large; an effect the other way counts as inactive or inconclusive. Not all compounds are listed, so the mix of outcomes need not match the whole.

SMILES | Integrin act MD | GALK inh | S-ASM inh | PKM2 activator | Chronic BCR inh | Giardia kill | Tb PFK block | Menin MLL FP TR | FBPA coupling cs | B2AR arrestin | TSG101-PTAP inh
Cc1cccc(C(=O)NC(Oc2ccccc2)C(Cl)(Cl)Cl)c1 (centres undefined) | 18% | 1% | 0% | 0% | 1% | 0 | -4% | 10% | 5 | 0.4% | -4%
Cc1ccc(Cn2nnc3c(=O)[nH]c(C4CCN(S(=O)(=O)Cc5ccccc5)CC4)nc32)cc1 | 24% | 5% | -21% | 4% | ? | -6 | 0% | 41%[activator] | -1 | 0.8% | -9%
O=C1NC(=O)N(c2ccc3c(c2)OCO3)C(=O)/C1=C\c1ccc(-c2ccccc2C(=O)O)o1 | 14% | . | 10% | 25µM* | -7% | -16 | -23% | . | 12 | -0.5% | -1%
CN1C(=O)C(=Cc2c(OCc3cnc(Cl)s3)ccc3ccccc23)C(=O)N(C)C1=O | -41% | -2% | -11% | -2% | 0% | -1 | ? | 16% | 0 | -0.1% | -5%
C#CCN[C@H](C)Cc1ccccc1 | . | . | 3% | . | 3% | -18 | -8% | 1% | . | -0.1% | -4%
O=S(=O)(NC1CCCCCCC1)OCC(Cl)(Cl)Cl | 1% | . | -4% | -2% | 22% | 9 | 8% | -1% | 0 | -0.9% | -5%
CCC(Oc1cc(Cl)ccc1Cl)C(=O)N1CCC2(CC1)OCCO2 (centres undefined) | ? | -2% | 6% | -1% | ? | -14 | 5% | . | . | -0.9% | 0%
CN(CCOc1ccc(Cl)cc1)C(=O)c1ccc(S(=O)(=O)N2CCOCC2)cc1 | 4% | 8% | 0% | -1% | ? | 12 | -1% | -1% | -6 | 0.5% | 1%
C=CCN1C(=O)CSc2ccc(C(=O)N3CCC4(CC3)OCCO4)cc21 | 19% | 1% | 6% | 1% | -3% | -13 | -1% | ? | 2 | 0.5% | -7%
COC(=O)C1=C(c2ccc(F)cc2F)C[C@@H]2CC[C@H]1N2C(=O)NCCO | 15% | . | 0% | . | ? | 0 | -3% | . | . | 0.5% | 1%
O=c1[nH]c(=O)n(-c2ccccc2)c(O)c1C=NC12CN3CN(CN(C3)C1)C2 | . | 9% | . | 3% | 3% | . | -5% | -6% | -1 | -0.9% | .
COc1ccc(/C(N)=N/OC(=O)c2c(-c3ccccc3Cl)noc2C)cc1OC | -13% | -10% | -1% | -1% | ? | 16 | -3% | . | . | -0.2% | -2%
Cc1ccc[n+](CC(O)Cn2c3ccccc3c3ccccc32)c1 (centres undefined) | 13% | 0% | 3% | -1% | -5% | 8 | 2% | -25% | 3 | -0.4% | -1%
Cc1cc(C)cc(N2C(=O)/C(=C\c3ccc(N4CCN(C)CC4)o3)C(=O)NC2=S)c1 | -31% | -1% | -13% | -10% | ? | -8 | -5% | . | 0 | 0.1% | ?
COc1ccc(Cn2c(N)c(C(=O)NCc3ccco3)c3nc4ccccc4nc32)cc1 | -35% | -5% | i | 27% | ? | 2 | -16% | ? | -5 | 0.5% | 0%
c1ccc(CCn2nnnc2CN2CCC(n3nnc4ccccc43)CC2)cc1 | 0% | 0% | 1% | -7% | -6% | 9 | 1% | -2% | 1 | -0.2% | -1%
O=C1c2ccccc2C(=O)N1Cc1nc2ccccc2c(=O)n1-c1ccc(Br)cn1 | -6% | 0% | -1% | -9% | 6% | -12 | -1% | 4% | -1 | -0.8% | -5%
Cc1ccccc1NP(=O)(Oc1ccccc1F)Oc1ccccc1F | 5% | -6% | 0% | 9% | -16% | -7 | 0% | 15% | -1 | -0.8% | -1%
O=C([O-])c1ccc(-[n+]2c(-c3ccccc3)cc(-c3ccccc3)cc2-c2ccccc2)cc1 | 0% | . | -6% | . | 0% | 6 | -17% | . | . | 0.0% | 0%
c1ccc(CCNCc2cccnc2)cc1 | -25% | 3% | 3% | -10% | -3% | -11 | 1% | -2% | 2 | 0.1% | -3%
Brc1ccc(Oc2ccc(Br)cc2Br)c(Br)c1 | . | . | -4% | . | 0% | 5 | 0% | . | . | 0.3% | 0%
O=c1[nH]c(=O)n(CCc2ccc(F)cc2)c(O)c1/C=N/N1CCCCC1 | 12% | 0% | 0% | -1% | 2% | -2 | -2% | . | -2 | 0.1% | 2%
Cc1ccnc(-n2c(-c3ccco3)nc3ccccc3c2=O)c1 | 3% | 0% | 4% | -9% | ? | -2 | 0% | 9% | 1 | -0.4% | -4%
COc1ccccc1C1c2[nH]c3ccccc3c2C[C@H]2C(=O)N(C3CCN(Cc4ccccc4)CC3)CC(=O)N12 (some centres undefined) | -67%[inhibitor] | 1% | -2% | . | ? | 4 | 8% | -15% | 3 | 0.1% | 0%
COC(=O)[C@@H]1C[C@H]1[C@@H](NP(=O)(c1ccccc1)c1ccccc1)c1ccccc1 | 13% | . | 3% | 4%&-1% | ? | -21 | -6% | 0.14µM*! | 6&6 | -0.3% | -1%
COc1cc2c(cc1O)CC[C@@H]1[C@@H]2CC[C@]2(C)[C@@H](O)CC[C@@H]12 | . | 2% | -2% | -9% | ? | 29 | -3% | ? | 1 | 4.2% | -1%
CCC(=NCCc1c[nH]c2ccccc12)c1c(O)n(C)c(=O)n(C)c1=O | -44% | -3% | -7% | 17% | ? | -6 | 2% | 4% | -6 | 0.3% | 0%
O=C(O)CSCC(=O)N(Cc1ccccc1)c1nc(-c2ccccc2)c(-c2ccccc2)s1 | 0% | 1% | 6% | -1% | 6% | -6 | -1% | 70%[activator] | 9 | -0.1% | -7%
Cc1cccc(-n2c(O)c(C=NCc3cccnc3)c(=O)[nH]c2=O)c1C | 12% | 5% | -3% | -2% | 2% | 28 | -3% | 1% | 3 | 0.0% | -6%
CCCCCSc1cc(OC)c(CCN)cc1OC | -52%[inhibitor] | 4% | -5% | -3% | ? | 0 | -8% | -23% | -1 | 0.3% | -7%
CN1C(=O)/C(=C\c2ccc(Br)s2)C(=O)NC1=S | -17% | 6% | -2% | 2%[11.5 µM] | 8% | -13 | -3% | 38%[activator] | 2 | -0.3% | 4%
COC(=O)NC(=C(Cl)Cl)P(=O)(c1ccccc1)c1ccccc1 | -16% | -2% | -1% | 1% | ? | ? | -2% | . | 0 | -1.1% | -7%
O=c1c(C=NCCN2CCNCC2)c(O)n(C2CCCCC2)c(=O)n1C1CCCCC1 | -48%[inhibitor] | -4% | -5% | 1% | 2% | -2 | 0% | 1% | 2 | 0.1% | .
CCOC(=O)C(O)(c1ccc(NC(=O)Oc2ccccc2)cc1)C(F)(F)F (centres undefined) | 18% | 0% | 4% | -1% | 1% | -6 | -1% | 14% | 2 | -0.3% | -8%
Cc1ccc([N+](=O)[O-])cc1N | 8% | 0% | 3% | 6% | 2% | -24 | ? | -8% | 2 | 0.0% | -4%
CC1(c2ccc(Cl)cc2Cl)OCC(Cn2cncn2)O1 (centres undefined) | -33% | 1% | 1% | -1% | -8% | 7 | 4% | 10% | 0 | -0.3% | -15%
COC(=O)C1=C(c2ccc3ccccc3c2)C[C@@H]2CC[C@H]1N2C(=O)N1CCOCC1 | 11% | . | 0% | . | 0% | 0 | -5% | . | . | -0.9% | .
O=c1[nH]c(=O)n(CCc2ccc(F)cc2)c(O)c1C=NCc1ccc2c(c1)OCO2 | 15% | 0% | 1% | -8% | 2% | -1 | -3% | ? | -1 | -0.3% | 4%
COc1ccc(CN2CCNCC2)cc1 | 15% | 6% | -5% | 2% | 0% | ? | 0% | 12% | 4 | 0.1% | -1%
C=CCN1C(=O)/C(=C/c2ccc(N3CCOCC3)o2)C(=O)NC1=S | -21% | 4% | 0% | -6% | -5% | 1 | 0% | ? | -8 | -0.4% | 50%[activator]

3 entries picked at random from those above, as already listed:
SMILES | Integrin act MD | GALK inh | S-ASM inh | PKM2 activator | Chronic BCR inh | Giardia kill | Tb PFK block | Menin MLL FP TR | FBPA coupling cs | B2AR arrestin | TSG101-PTAP inh
C=CCN1C(=O)/C(=C/c2ccc(N3CCOCC3)o2)C(=O)NC1=S | -21% | 4% | 0% | -6% | -5% | 1 | 0% | ? | -8 | -0.4% | 50%[activator]
COc1ccc(CN2CCNCC2)cc1 | 15% | 6% | -5% | 2% | 0% | ? | 0% | 12% | 4 | 0.1% | -1%
COC(=O)C1=C(c2ccc3ccccc3c2)C[C@@H]2CC[C@H]1N2C(=O)N1CCOCC1 | 11% | . | 0% | . | 0% | 0 | -5% | . | . | -0.9% | .
